Screens deposited in PubChem BioAssay by National Center for Advancing Translational Sciences (NCATS).
Rab9 promoter act – Rab9 promoter activation | Potency, µM (doses to about 9.22 µM), for inactives: top-dose activation, negative = inhibition, actives largely listed as activators | Huh7 Rab9 promoter-luciferase reporter, luminescence, 24 h | hit rate 2.8% among 320,000; further: potency means the concentration at half of the fitted maximal effect; % of control where 0% means no effect; nearly all actives have a fitted effect of over 60% in size
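Huh7 cells stably carrying Rab9 promoter–luciferase reporter, plated 1500 cells/well, compound added after 2 h and incubated 24 h at 37 °C; luciferase luminescence then read after 10 min with detection reagent.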
Gal4-VP16 FLuc – counter-screen for ROR gamma inhibitors: Gal4-VP16 reporter | Potency, µM (series often up to 53.6 µM), for inactives: at the highest dose activity, negative = inhibition, hits mostly inhibitors | hit rate 3.5% among 310,000 | Drosophila S2 Gal4-VP16 UAS-luciferase, luminescence, 20 h;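 further: Gal4-VP16 expression switched on by copper sulfate through the metallothionein promoter; potency means the concentration at half of the fitted maximal effect; on the % scale 0 is the no-effect control and ±100 the full control effect; nearly all actives have a fitted effect of over 50% in size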
ELG1 repair inh – inhibitors of ELG1-dependent DNA repair in HEK293T cells | hit rate 2.3% among 330,000 | HEK293T ELG1-luciferase reporter, luminescence, 16 h; DNA damage induced by 5-fluorouridine | Potency, µM (doses to about 46.1 µM), for inactives: at the highest dose activity change, negative = inhibition, hits mostly inhibitors; further: potency means the concentration at half of the fitted maximal effect; on the % scale 0 is the no-effect control and ±100 the full control effect; nearly all actives have a fitted effect of over 55% in size
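HEK293T cells expressing luciferase-tagged ELG1 (2,000/well) received 5-Fluorouridine plus compound or DMSO for 16 hr at 37 °C. Luciferase was read by ONE-Glo luminescence after 30 min at room temperature.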
KCNH2 3.1 inh – KCNH2 3.1 (human) potassium channel inhibition; U2OS KCNH2 3.1, thallium flux FluxOr; stronger effect = lower value; activity change, % (tested at about 1.8 µM); AID 720553; hit rate 0.95% among 340,000;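 active means maximum activity change below -70%; inconclusive means maximum activity change from -70% to -50%; inactive means maximum activity change above -50%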;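 further: thallium influx rate constant from kinetic fluorescence after stimulation buffer; on the % scale 0 is the no-effect control and ±100 the full control effect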
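Kinetic fluorescence (2 min after stimulation buffer) measures Tl+ influx through KCNH2 3.1 expressed by viral transduction in U2OS cells; the rate constant is normalized against DMSO controls serving as positive and negative references.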
PKM2 act – PKM2 (human) enzyme activation; purified PKM2, Kinase-Glo ATP luminescence, activation; response scale: 0% is enzyme alone, no compound; Potency, µM (series often up to 57.5 µM), without a hit: at the top dose activation, actives largely listed as activators; hit rate 0.34% among 260,000; AID 1631; further: potency means the concentration at half of the fitted maximal effect; on the % scale 0 is the no-effect control and ±100 the full control effect; nearly all actives have a fitted effect of over 55% in size
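ATP formation by purified human PK-M2, quantified via coupled luciferase luminescence after 1 h at room temperature with 0.1 mM ADP and 0.5 mM PEP final.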
MBNL1-CUG inh – MBNL1-poly(CUG) RNA binding inhibition; Q9NR56; TR-FRET MBNL1-His/biotin-(CUG)12 binding, 665/545 ratio; Potency, µM (highest dose often 57.5 µM), for inactives: at the top dose activity change, negative = inhibition, actives largely listed as inhibitors; hit rate 0.036% among 280,000; AID 2675; active means well fitted inhibition curve with a large enough effect in the signal ratio, with a control signal flat, not every such curve was filed as active; inconclusive means small, poorly fitted or top-dose-only effect, or effect the other way, or a change in a side signal; inactive means no such curve, though single readings can be large or run the other way; the % refers to the signal ratio; further: potency means the concentration at half of the fitted maximal effect; on the % scale 0 is the no-effect control and ±100 the full control effect
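Compounds (final 92 nM to 58 uM) are added to His-tagged MBNL1 and biotin-(CUG)12, then terbium anti-His antibody and streptavidin-XL665 (5 nM final). After 60 min at room temperature, the 665/545 nm ratio is read.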
RORgamma inh – inhibitors of mouse ROR gamma transcriptional activity; P51450; Drosophila S2 Gal4-RORgamma UAS-luciferase reporter, 20 h; Potency, µM (doses to about 53.6 µM), without a hit: top-dose activity change, negative = inhibition, usual class: inhibitors; hit rate 5.4% among 310,000; AID 2551; further: potency means the concentration at half of the fitted maximal effect; on the % scale 0 is the no-effect control and ±100 the full control effect; nearly all actives have a fitted effect of over 60% in size
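Stably transfected Drosophila Schneider cells are the test system, with ROR gamma fused to Gal4 and luciferase under UAS control; luminescence is read after 20 hr of 700 uM copper sulfate induction at ambient temperature.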
Menin MLL FP TR – inhibitors of human menin-MLL interaction, mutant MLL peptide; AID 1768; O00255; Potency, µM (top dose mostly 61.6 µM), for inactives: at the highest dose FP activity change, negative = inhibition, actives largely listed as inhibitors; hit rate 0.23% among 270,000; Menin + Texas Red MLL mutant peptide, fluorescence polarization; active means well fitted inhibition curve with a large enough effect in the polarisation, with a control signal flat, not every such curve was filed as active; inconclusive means small, poorly fitted or top-dose-only effect, or effect the other way, or a change in a side signal; inactive means no such curve, though single readings can be large or run the other way; the % refers to the polarisation; further: potency means the concentration at half of the fitted maximal effect; % of control where 0% means no effect; many of its hits are not listed in these tables
Target sequence (O00255 whole entry, looked up): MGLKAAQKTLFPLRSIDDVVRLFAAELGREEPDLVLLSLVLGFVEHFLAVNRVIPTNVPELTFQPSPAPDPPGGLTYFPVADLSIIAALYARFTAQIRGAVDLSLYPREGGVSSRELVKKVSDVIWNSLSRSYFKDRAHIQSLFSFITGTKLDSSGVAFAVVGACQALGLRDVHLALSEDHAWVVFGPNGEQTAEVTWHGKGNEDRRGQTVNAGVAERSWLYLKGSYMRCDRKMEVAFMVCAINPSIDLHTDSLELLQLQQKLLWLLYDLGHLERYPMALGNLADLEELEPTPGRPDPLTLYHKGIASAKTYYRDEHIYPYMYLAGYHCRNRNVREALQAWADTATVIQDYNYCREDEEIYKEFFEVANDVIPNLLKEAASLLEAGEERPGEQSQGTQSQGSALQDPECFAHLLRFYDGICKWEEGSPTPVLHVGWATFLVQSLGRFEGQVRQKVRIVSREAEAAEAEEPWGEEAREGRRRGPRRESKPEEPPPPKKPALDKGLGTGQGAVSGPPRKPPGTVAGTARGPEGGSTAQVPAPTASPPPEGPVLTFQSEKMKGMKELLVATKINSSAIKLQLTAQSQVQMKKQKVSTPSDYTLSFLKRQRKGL
NPC1 prom act – NPC1 promoter activation; Huh7 NPC1 promoter luciferase reporter, 24 h; Potency, µM (highest dose often 9.22 µM), for the others: at the top dose activation, most hits filed as activators; hit rate 2.4% among 320,000; AID 485313;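 further: potency means the concentration at half of the fitted maximal effect; % of control where 0% means no effect; nearly all actives have a fitted effect of over 60% in size; reporter is driven by a mutant NPC1 promoter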
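In 1536-well qHTS, Huh7 cells harboring an NPC1 promoter–luciferase construct received compound for 24 h; activation was quantified by luminescence following luciferase reagent addition.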
Mito fusion act – mitochondrial division inhibition or fusion activation; S. cerevisiae fusion-defective mutant growth rescue, CellTiterGlo 48 h; Potency, µM (doses to about 46.1 µM), inactives show at the top dose growth rescue (activation), most hits filed as activators; hit rate 0.23% among 320,000; AID 485298;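 further: potency means the concentration at half of the fitted maximal effect; % of control where 0% means no effect; nearly all actives have a fitted effect of over 45% in size; temperature-sensitive fusion mutants such as fzo1-1 at 37 °C on non-fermentable ethanol glycerol medium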
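Temperature-sensitive fusion-defective S. cerevisiae (e.g. fzo1-1, mgm1-5) were grown with compound in YPEG medium (3% ethanol, 3% glycerol) for 48 hours at 37C. Growth rescue was measured as viability by CellTiterGlo luminescence after 10 minutes at ambient.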
FLuc counter – counter-screen for miR-21 project: firefly luciferase inhibitors or activators. P08659. purified FLuc, Km substrates, luminescence inhibition. Potency, µM (top dose mostly 57.5 µM), for the others: at the top dose activity change, negative = inhibition, hits mostly inhibitors. hit rate 6.9% among 360,000;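 further: potency means the concentration at half of the fitted maximal effect; plate controls were vehicle for no effect and reference inhibitor for full effect; nearly all actives have a fitted effect of over 55% in size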
Target sequence (P08659 whole entry, looked up): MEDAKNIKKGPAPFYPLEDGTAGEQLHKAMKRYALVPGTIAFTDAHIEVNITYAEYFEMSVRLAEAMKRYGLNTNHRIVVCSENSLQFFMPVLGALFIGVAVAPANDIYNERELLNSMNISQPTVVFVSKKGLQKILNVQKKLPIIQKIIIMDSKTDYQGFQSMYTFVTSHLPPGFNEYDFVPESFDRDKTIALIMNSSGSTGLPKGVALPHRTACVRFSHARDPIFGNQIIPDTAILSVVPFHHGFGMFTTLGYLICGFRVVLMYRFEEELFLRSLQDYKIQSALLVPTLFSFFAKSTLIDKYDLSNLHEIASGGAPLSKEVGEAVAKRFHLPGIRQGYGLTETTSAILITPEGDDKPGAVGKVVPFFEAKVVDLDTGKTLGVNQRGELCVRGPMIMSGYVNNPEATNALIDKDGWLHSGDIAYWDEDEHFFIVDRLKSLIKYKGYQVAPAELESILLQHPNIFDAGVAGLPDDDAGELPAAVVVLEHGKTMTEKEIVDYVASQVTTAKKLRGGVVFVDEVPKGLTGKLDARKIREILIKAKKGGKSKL
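Purified P. pyralis luciferase (10nM final) with 10uM D-luciferin and 10uM ATP (Km levels) in 50mM Tris acetate pH 7.5, 10mM Mg acetate, 0.01% Tween-20, 0.05% BSA; qHTS 6-point titration, ~60 µM downward; luminescence read.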
The depositor's hits bear a star; ? = inconclusive; · = no result given; & = joins results of further samples; [ ] = dose if it differs, or a comment. Unless noted, the call rests on the fitted dose curve; in most records, active means well fitted curve in the direction sought with a large enough effect; inconclusive means small, poorly fitted or top-dose-only effect, or another doubt; inactive means no such curve, though single readings can be large; an effect the other way counts as inactive or inconclusive.

SMILES	Rab9 promoter act	Gal4-VP16 FLuc	ELG1 repair inh	KCNH2 3.1 inh	PKM2 act	MBNL1-CUG inh	RORgamma inh	Menin MLL FP TR	NPC1 prom act	Mito fusion act	FLuc counter
CC(=O)c1cccc(NC(=O)C(NC(C)C)c2ccccc2)c1 (stereo unspecified)	-1.7%	-3.7%	12.7%	-3.6	-1.2%	0.2%	12.0%	3.8%	1.8%	-2.4%	2.2%
CC1=NN(C(=O)Cc2ccccc2)C(O)(c2cccnc2)C1 (stereo unspecified)	-6.1%	7.94µM*	14.9%	13.9	-8.1%	-8.9%	6.31µM*	1.4%	0.5%	3.7%	4.4%
CSc1ncccc1C(=O)OCc1cccc([N+](=O)[O-])c1	-1.4%	-1.6%	19.9%	16.1	-5.9%	-0.2%	12.7%	9.8%	-3.1%	-1.7%	-12.8%
Cc1c(CC(=O)O)c(=O)oc2cc3c(cc12)CCC(C)(C)O3	-1.9%	-11.2%	-5.3%	-8.9	·	8.4%	25.2%	-0.4%	-5.9%	-3.4%	2.8%
N#Cc1ccc(OCC(O)CN2CCN(CC(O)COc3ccc(C#N)cc3)CC2)cc1 (stereo unspecified)	0.0%	-2.6%	?	-107.0*	·	-2.1%	0.3%	13.9%	0.8%	-0.7%	3.0%
CCOC(=O)CNC(=O)/C=C/c1ccc2c(c1)OCO2	18.3%	2.4%	?	8.7	-4.5%	4.7%	16.1%	9.1%	-2.5%	-6.5%	?
CCOC(=O)c1c(S(=O)(=O)Nc2ccccc2OCC)c(C)n(C)c1C	0.2%	-2.6%	3.7%	-0.8	-1.0%	3.9%	-28.0%	30.0%[activator]	1.6%	0.2%	0.3%
CCN(CC)C(=O)Cn1cc(/C=C(\C#N)C(=O)N2CCN(c3ccccc3)CC2)c2ccccc21	-6.9%	-8.2%	?	-6.6	-2.3%	9.0%	35.0%	-6.4%	-2.0%	-2.9%	-3.4%
C/C(N)=C(/C#N)C(=O)COC(=O)CNS(=O)(=O)c1ccc2ccccc2c1	0.2%	-2.0%	18.3%	-15.2	0.1%	·	-21.2%	·	2.5%	-2.7%	2.1%
CCOc1ccccc1N1CCN(C(=S)NCc2ccco2)CC1	10.2%	-6.1%	-0.1%	8.8	3.3%	-7.5%	-26.3%	?	-0.5%	-1.6%	-1.2%
CCOC(=O)C1=C(C)NC(c2cccs2)C(=O)N1 (stereo unspecified)	-4.9%	-13.8%	-8.7%	-9.3	-6.8%	-3.1%	7.5%	8.1%	2.4%	0.9%	-2.9%
COc1ccc(S(=O)(=O)Nc2ccc(Cl)cn2)cc1	-1.6%	3.7%	2.4%	5.8	14.5%	-5.1%	-16.2%	-2.4%	-1.2%	1.7%	-1.3%
CN(CC(=O)Nc1cccc(F)c1)C(=O)C1CCN(S(=O)(=O)c2ccc3c(c2)OCCO3)CC1	-1.9%	·	-12.2%	-16.0	·	·	·	·	1.0%	-5.5%	0.5%
CC(=O)c1c(C)nc(Nc2nc3ccccc3s2)nc1C	?	21.6%	?	0.8	-0.9%	8.7%	5.2%	·	?	-2.3%	0.757µM*
COc1ccc(NC(=O)C(NS(=O)(=O)c2cccs2)C(C)C)cc1Cl (stereo unspecified)	-1.9%	20.4%	10.7%	7.3	-9.2%	-4.2%	-32.6%	7.7%	-2.5%	-1.6%	0.9%
COc1ccc(-c2nn(-c3ccccc3)cc2CNCCN2CCOC2=O)c(F)c1	0.9%	0.4%	-8.8%	-15.5	0.1%	6.2%	24.9%	1.3%	-1.1%	-0.7%	-3.1%
CC(C)c1nc(N2CCCC2)c(C#N)c2c1CCCC2	-2.7%	6.5%	?	0.0	-0.1%	7.6%	-2.3%	-1.3%	-1.3%	5.9%	7.3%
CCN(CC)c1ccc(NC(=O)CN2CCN(CC(=O)Nc3ccc(OC)cc3)CC2)cc1	-18.9%	1.6%	-27.9%	-85.7*	·	-0.9%	-0.6%	-21.7%	-4.1%	-11.3%	-0.8%
O=C(NCc1ccccn1)c1cc2ccccn2n1	-2.7%	?	?	12.7	-4.7%	-5.0%	17.5%	-0.7%[11.7 µM]	7.4%	5.4%	-9.1%
COCc1nnc(NC(=O)C2CC(=O)N(C3CCCCC3)C2)s1 (stereo unspecified)	0.1%	-8.4%	9.3%	8.8	4.5%	-0.1%	-5.3%	-16.2%	-0.2%	-0.5%	2.0%
COc1ccc(NC(=O)C2CCN(c3cnccn3)CC2)cc1Cl	-0.1%	1.8%	13.9%	-2.0	-6.5%	3.6%	2.9%	11.1%	3.3%	-8.1%	-13.6%&-4.6%
NC(=O)CC(O)c1cccc(Cl)c1 (stereo unspecified)	1.5%	-12.5%	-0.8%	11.3	-3.0%	0.7%	-7.5%	-8.1%	-2.5%	1.4%	1.0%
CCCNC(=O)NC(=O)COC(=O)c1ccc(S(=O)(=O)N(C)c2ccccc2OC)cc1	-20.0%	?	-19.8%	4.6	1.1%	-1.3%	?	8.7%	-30.3%[inhibitor]	5.3%	3.3%
COc1ccc(C)cc1Nc1n[n+](-c2ccccc2)c(-c2cccc(Cl)c2Cl)s1	-1.2%	?	-18.8%	-16.3	-0.3%	3.5%	6.31µM*	-9.2%	-4.5%	-8.6%	0.0%
COc1ccc(-n2cc(C(=O)c3cc(Cl)ccc3O)cc(C#N)c2=O)cc1	-14.3%	-4.8%[10 µM]	?	1.1	-0.4%	?	22.1%	21.9%	-3.4%	-6.6%	?
CCCn1nnnc1NC(=O)COc1ccc(CC)cc1	-3.1%	11.2µM*	0.2%	26.2	-4.8%	·	10µM*	-3.6%	0.4%	3.1%	4.3%
O=C(Nc1cccc(Cl)c1)C1CCCN(C2=NS(=O)(=O)c3ccccc32)C1 (stereo unspecified)	-2.7%	·	-7.6%	-12.8	·	·	·	·	-5.3%	-2.0%	2.3%
C/C(=N/Nc1ccnc2cc(Cl)ccc12)c1ccc(N)cc1	12.4%	·	17.3%	6.4	·	·	·	·	29.5%	-31.9%[inhibitor]	?
O=C(NCCc1ccc(Cl)cc1)C12CC3CC(CC(O)(C3)C1)C2	-0.3%	22.1%	5.6%	-3.2	-4.7%	2.6%	23.5%	·	-2.0%	0.4%	0.5%
COc1ccc(S(=O)(=O)N2CCCN(CC(=O)Nc3cc(NC(C)=O)ccc3OC)CC2)cc1	3.2%	-7.0%	-20.1%	8.0	-0.5%	0.9%	-3.4%	-13.4%	-2.1%	3.2%	1.8%
CCCCCCc1cc2cc(C(N)=O)c(=N)oc2cc1O	-1.4%	1.7%	?	·	6.0%	59.4%[activator]	2.0%	-13.5%	1.7%	3.7%	16.9µM*
O=C(CN1C(=O)COc2ccccc21)NC1CCCC1	-12.3%	3.6%	10.2%	1.1	-9.6%	-9.2%	0.0%	0.1%	-1.0%	-0.1%	-0.3%
C[N+](C)(C)CCOP(=O)(O)OP(=O)([O-])OC[C@H]1O[C@@H](n2ccc(N)nc2=O)[C@H](O)[C@@H]1O	-3.5%[46.1 µM]	-2.5%	0.4%	-4.4	1.5%	10.4%	-7.6%	8.7%	0.0%[46.1 µM]	7.4%&-1.3%	3.0%
Cc1ccc(C(=O)OCC(=O)Nc2ccccc2C(F)(F)F)cc1S(=O)(=O)N1CCCCC1	-3.4%	·	?	-2.6	·	·	·	·	-0.5%	18.3%	-1.8%
O=C(Cn1cc(-c2nnnn2-c2ccc(Cl)cc2)c(=O)c2ccccc21)c1ccccc1	-5.2%	-6.0%	?	-31.4	0.0%	86.9%[activator]	18.7%	-10.3%	0.9%	-2.9%	0.0%
COc1cc(NC(=O)CN2CCN(CC(=O)Nc3ccccc3OC)CC2)cc(OC)c1	10.5%	-7.3%	-25.9%	-26.1	·	-2.3%	14.3%	?	-3.6%	4.9%	-1.6%
Cc1nc2nc[nH]n2c(=O)c1NC(=O)c1c(-c2ccccc2Cl)noc1C	-2.0%	-11.7%	23.5%	17.8	1.8%	-11.8%	-0.4%	?	0.1%	-1.1%	1.1%
CC(C)Cc1ccc(CN2CCCC(NC(=O)c3ccoc3)C2)cc1 (stereo unspecified)	0.7%	?	3.5%	?	0.4%	-13.0%	0.0%	·	0.7%	-6.2%	-19.0%
Cn1c(N)c(C(=O)COC(=O)c2ccc(Cl)c(S(=O)(=O)N3CCCC3)c2)c(=O)n(C)c1=O	5.6%	?	?	-0.7	-6.5%	4.4%	?	·	1.6%	3.1%	14.7%
CCN(CC)C(=O)Cn1cc(C(=O)C(=O)N2CCN(c3ccc([N+](=O)[O-])cc3)CC2)c2ccccc21	-9.3%	-5.9%	-12.2%	-18.6	-0.7%	?	?	·	-1.0%	-1.0%	0.8%

Some of the compounds tested. The share of hits here may be higher or lower than overall.
